MITF TRPM1 HTS – MITF TRPM1 promoter activation in melanoma cells; activation, % at 12.5 µM; SK-MEL-5 TRPM1-promoter luciferase, 24 h; % of positive control, neutral wells = 0; 300,000 tested, 0.75% active; AID 588334;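 active = mean activation of at least 80% with every replicate also reaching 80%; inconclusive = mean reaches 80% but some replicate falls short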;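 note: 0% = neutral control wells and 100% = parthenolide positive control wells; values of inactives mirror those of a sister screen read the other way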
NSD2 inh – NSD2 (human) methyltransferase inhibition; inhibition, % at 12.5 µM; 310,000 tested, 0.54% active; NSD2 peptide methylation, AlphaScreen, 120 min; O96028; AID 743445; in the data active = inhibition above about 50%
CDK5 p35 inh – CDK5/p35 (human) kinase inhibition; 330,000 tested, 0.01% active; inhibition, % at 10 µM; AID 488839; Recombinant CDK5/p35, ADP-Glo luminescence, 60 min;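 active = highest replicate inhibition of at least 50% and at least 75% of replicates reaching 50%; inconclusive = only one of the two criteria met; inactive = both criteria failed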;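 note: plate controls were DMSO neutral control for no effect and GW8510 at 10 µM for full effect; many of its hits are not listed in these tables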
Target sequence (Q00535 whole entry, looked up): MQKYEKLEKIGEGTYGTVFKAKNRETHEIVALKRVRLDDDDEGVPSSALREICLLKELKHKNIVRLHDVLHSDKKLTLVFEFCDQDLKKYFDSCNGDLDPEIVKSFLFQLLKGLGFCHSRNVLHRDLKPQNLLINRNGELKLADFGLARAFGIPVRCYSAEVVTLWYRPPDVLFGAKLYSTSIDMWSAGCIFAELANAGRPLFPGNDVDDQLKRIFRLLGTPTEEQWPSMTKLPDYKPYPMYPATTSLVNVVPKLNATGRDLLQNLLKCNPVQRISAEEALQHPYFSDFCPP
Target sequence (Q15078 whole entry, looked up): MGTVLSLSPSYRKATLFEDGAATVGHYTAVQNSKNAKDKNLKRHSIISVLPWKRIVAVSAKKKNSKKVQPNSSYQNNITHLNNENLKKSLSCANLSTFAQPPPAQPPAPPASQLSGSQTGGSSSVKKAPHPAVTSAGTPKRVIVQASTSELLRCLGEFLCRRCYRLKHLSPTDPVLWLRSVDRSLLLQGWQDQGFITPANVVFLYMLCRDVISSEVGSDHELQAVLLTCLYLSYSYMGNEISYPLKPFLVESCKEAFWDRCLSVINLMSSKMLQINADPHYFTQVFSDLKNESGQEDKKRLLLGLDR
HTR5A ag ctr – counter-screen for OPRM1-OPRD1 agonists: human HTR5A agonism; P47898; HTR5A agonist assay, luminescence, cell-based; activation, % at 9.3 µM; 340,000 tested, 0.61% active; AID 504692; in the data active = activation mostly above about 9.5%, no sharp cut-off; inactive = mostly below about 7.6%;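 note: 0% = cells with vehicle only and 100% = reference agonist; strong numbers were not always called active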
SR-BI DiI inh – blocks mouse SR-BI lipid uptake from DiI-HDL. Q61009. ldlA[mSR-BI] CHO cells, DiI-HDL uptake fluorescence, 3 h. inhibition, % at 12.5 µM. 320,000 tested, 0.96% active;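 active = mean replicate inhibition of at least 70% and a set share of replicates each scoring 70 or more; inconclusive = meets just one of the two criteria; inactive = fails both criteria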;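 note: 0% = median of neutral control wells and 100% = median of positive control wells; values of inactives mirror those of a sister screen read the other way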
HTR5A inv ag – counter-screen for OPRM1-OPRD1 inverse agonists: human HTR5A inverse agonism; P47898; HTR5A cell line, luminescence; inhibition, % at 9.3 µM; 340,000 tested, 0.083% active; AID 504634; in the data active = inhibition mostly above about 23%, no sharp cut-off; inactive = mostly below about 18%;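 note: 0% = cells with DMSO and 100% = no-cell wells with DMSO; some compounds called inactive have numbers as strong as hits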
V-ATPase pH – regulators of yeast V-ATPase proton transport | S. cerevisiae, pHLuorin cytosolic pH fluorescence | response, % at 10 µM | 350,000 tested, 0.37% active | AID 504577; in the data active = response mostly above about 7.3%, no sharp cut-off; inactive = mostly below about 5.4%; note: actives read high; inactives centre near 0; some compounds called inactive have numbers as strong as hits; reference of the scale not given here
Wnt act – activates Wnt/beta-catenin signaling in a reporter cell assay; activator, plate reader; activation, % at 9.35 µM; 300,000 tested, 1.2% active; AID 743398; in the data active = activation above about 30%, passing the limit was not always enough; inconclusive = no clear call, values can overlap the other calls;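 note: 0% = neutral control wells and 100% = positive control wells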
PvdQ acylase – blocks Pseudomonas aeruginosa PvdQ acylase activity | purified PvdQ acylase, fluorescence plate reader | inhibition, % at 10 µM | 340,000 tested, 0.063% active | AID 488965; in the data active = inhibition above about 30%, passing the limit was not always enough; inconclusive = no clear call, values can overlap the other calls;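 note: 0% = vehicle neutral wells and 100% = reference inhibitor wells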
dFosB activator – mouse delta FosB homodimer activation; activation, % at 25 µM; 340,000 tested, 0.99% active; purified delta FosB, TAMRA-CDK5 oligo fluorescence polarization; percent of positive-control signal above neutral wells;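 active = mean activation above about 17%, with every replicate also reaching it, limit read from the data, passing the limit was not always enough; inconclusive = only one of the two conditions met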;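 note: fluorescence polarization rise as delta FosB binds a TAMRA Cdk5 AP-1 oligo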
Target sequence (P13346 whole entry, looked up): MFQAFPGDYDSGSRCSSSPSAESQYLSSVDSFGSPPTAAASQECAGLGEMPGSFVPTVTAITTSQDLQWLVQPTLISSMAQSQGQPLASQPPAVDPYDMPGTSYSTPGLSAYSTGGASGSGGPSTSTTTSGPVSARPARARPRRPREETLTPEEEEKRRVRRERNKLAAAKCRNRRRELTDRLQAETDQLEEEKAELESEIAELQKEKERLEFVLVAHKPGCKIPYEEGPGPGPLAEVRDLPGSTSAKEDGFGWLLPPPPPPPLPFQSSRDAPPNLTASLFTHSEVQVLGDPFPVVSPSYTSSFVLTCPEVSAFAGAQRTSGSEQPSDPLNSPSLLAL
Active calls of the source: *; i = inactive; ? = inconclusive; · = no result given.

SMILES | MITF TRPM1 HTS | NSD2 inh | CDK5 p35 inh | HTR5A ag ctr | SR-BI DiI inh | HTR5A inv ag | V-ATPase pH | Wnt act | PvdQ acylase | dFosB activator
CC1CCN(C(=O)C2CCCCN2S(=O)(=O)c2cccc([N+](=O)[O-])c2)CC1 (centres undefined) | -10 | -2 | -0.6 | -3 | 7 | 1 | -1 | 3 | -2 | -10
O=C(CSC1=NS(=O)(=O)c2cc(Cl)ccc2N1)NCCc1ccccc1 | 6 | 2 | 1.9 | 2 | -20 | -5 | -3 | -2 | 10 | -1
COc1ccc(NS(=O)(=O)c2ccc(NS(=O)(=O)c3cccs3)cc2)c(OC)c1 | -1 | 4 | -0.6 | -2 | 2 | 5 | 1 | 4 | -16 | 2
COc1ccc(NCC(=O)N/N=C/c2cc([N+](=O)[O-])ccc2N2CCCC2)cc1 | -1 | -1 | -0.3 | · | 86* | · | -1 | 0 | 19 | -6
CCCN(CCC)S(=O)(=O)c1cc2c(cc1Br)CCN2C(=O)CC | 4 | -1 | -2.2 | -3 | 7 | 11 | 2 | -1 | -4 | -16
CCOc1ccc(Br)cc1S(=O)(=O)Nc1nc(CN2CCOCC2)nc2sc(C)c(C)c12 | -6 | 1 | -0.5 | 1 | 6 | -4 | -1 | · | 4 | 0
Cc1ccc(CC(=O)Nc2nc3ccccc3[nH]2)cc1C | 10 | -1 | -1.5 | 4 | -4 | -2 | 2 | · | -9 | -1
COc1cc(C(=O)NCc2nnc(SCC(=O)Nc3nc4ccccc4s3)o2)cc(OC)c1OC | 7 | -1 | 0.6 | -2 | 9 | -3 | -1 | 17 | -6 | 0
Cc1ccc(S(=O)(=O)N2CCN(c3ccc(N4CCOCC4)nn3)CC2)cc1[N+](=O)[O-] | -7 | 1 | 0.2 | 4 | -7 | -26 | -3 | 0 | -8 | -4
CC[C@H](C)[C@@H]1NC(=O)[C@H]([C@@H](C)CC)NC(=O)[C@@H](CC(C)C)NC(=O)[C@H](Cc2ccccc2)NC(=O)[C@H](Cc2ccccc2)NC(=O)[C@@H]2CCCN2C(=O)[C@@H]2CCCN2C(=O)[C@H](C(C)C)NC(=O)[C@H](CC(C)C)NC1=O | -23 | · | 0.6 | 0 | -50 | 2 | 2 | 2 | 0 | -11
COc1ccc(CNC(=O)C/C(C)=N/NC(=O)c2ccc(OC)cc2OC)cc1 | · | 0 | -1.4 | 2 | · | -6 | 2 | 1 | 14 | -8
CC(C)(C)C(=O)NC(NC(=O)C(C)(C)C)c1ccc([N+](=O)[O-])cc1 | 2 | 0 | -2.0 | -2 | 3 | -14 | 2 | · | -10 | 0
Cc1ccc(S(=O)(=O)c2nc(NCc3ccc4c(c3)OCO4)sc2Cl)cc1 | -4 | 4 | -1.4 | 2 | -8 | -15 | 1 | · | -4 | -11
COc1ccc(NC(=O)N(CCC(C)C)C(C)c2ccccn2)c(OC)c1 (centres undefined) | · | · | 2.5 | 8 | 43 | -22 | -1 | -1 | -2 | 0
O=C(Nc1nccs1)c1cccc(NC(=O)C2CC2)c1 | -1 | 0 | -0.4 | 1 | 26 | -7 | 1 | 2 | -20 | -10
CSCCC(NC(=O)c1ccc([N+](=O)[O-])cc1Cl)C(=O)OCC(=O)NCCCc1ccccc1 (centres undefined) | -5 | 0 | -0.2 | 10 | -9 | -44 | 0 | 2 | 0 | 0
COc1ccc(-c2sc3ccc(OC)cc3c2-c2ccc(O)cc2)cc1 | -5 | · | 4.8 | -3 | ? | 10 | 2 | -20 | 9 | -5
COCCNC(=O)CN(c1cccc(OC)c1)S(=O)(=O)c1ccc(C)cc1 | 0 | -8 | -1.9 | -2 | -11 | -10 | -1 | · | 6 | -6
CC1CC(C)CN(C(=O)CSc2nnc(N)s2)C1 (centres undefined) | -1 | 4 | -0.2 | -5 | -8 | -5 | -3 | 1 | 8 | 4
COc1ccc(OC)c(S(=O)(=O)N(C)CC(=O)N2CCN(c3cccc(Cl)c3)CC2)c1 | 4 | -1 | -0.2 | 2 | 32 | 19 | 1 | -1 | 10 | -3
O=C1CN(CC(=O)Nc2cccc(Cl)c2Cl)c2ccccc2N1 | -14 | 2 | -0.7 | 4 | 4 | -14 | -2 | 3 | -3 | -3
CCC(C)NC(=O)CSc1nc2c(sc(=S)n2-c2cc(Cl)ccc2OC)c(=O)[nH]1 (centres undefined) | -5 | -2 | 0.6 | -2 | -8 | 7 | 3 | 0 | -9 | -5
C=CCn1c(C)cc(C(=O)CN2C(=O)c3ccccc3S2(=O)=O)c1C | -94 | 4 | -0.1 | 1 | 5 | 5 | -4 | · | 6 | -5
NC(=O)CN(Cc1ccccc1)S(=O)(=O)c1ccc2c(c1)OCCO2 | -11 | 1 | -0.1 | -2 | -15 | 7 | -3 | -2 | 6 | -6
O=C(COC(=O)CSc1ccc(F)cc1)NCC1CCCCC1 | -7 | 0 | 0.5 | 2 | -21 | -1 | 2 | -2 | -9 | -12

Single values from the list:
MITF TRPM1 HTS with CC1CC(C)CN(C(=O)CSc2nnc(N)s2)C1 (centres undefined) = -1
V-ATPase pH with C=CCn1c(C)cc(C(=O)CN2C(=O)c3ccccc3S2(=O)=O)c1C = -4

Next part.
SMILES | MITF TRPM1 HTS | NSD2 inh | CDK5 p35 inh | HTR5A ag ctr | SR-BI DiI inh | HTR5A inv ag | V-ATPase pH | Wnt act | PvdQ acylase | dFosB activator
O=C1CC(N2CCC(c3nc4ccccc4s3)CC2)C(=O)N1Cc1ccccc1 (centres undefined) | -8 | 2 | 0.1 | -2 | -9 | 19 | 5 | -5 | -12 | -8
Cc1ccc(S(=O)(=O)CCc2nnc(NC(=O)c3cnccn3)s2)cc1 | -2 | 13 | -2.0 | 1 | -18 | -11 | -3 | · | -4 | -1
COc1cc2c(cc1NC(=O)C1CCCO1)oc1ccccc12 (centres undefined) | 33 | · | -0.8 | 0 | 76* | 16 | 1 | -4 | -8 | 5
O=C(Nc1cscc1S(=O)(=O)c1ccccc1)c1ccccc1Cl | · | -1 | -1.7 | · | 8 | · | 2 | -1 | -8 | -11
Cc1c(CCO)c(=O)[nH]n1S(=O)(=O)c1ccc(Cl)cc1Cl | -8 | -1 | -1.0 | -3 | 22 | -22 | -3 | -1 | -5 | -4
O=C(Cc1ccc(F)cc1)NCc1cccnc1 | 2 | 10 | -2.1 | -1 | -14 | 2 | -1 | -2 | -11 | 2
CCOC(=O)c1cccc(NC(=O)CSc2nc3cccnc3n2C)c1 | -11 | 2 | 0.0 | 1 | 37 | -20 | -8 | -8 | -1 | -22
N#CC1=C2SCN(c3ccccc3)CN2C(=O)CC1c1ccccc1Cl (centres undefined) | 4 | · | -0.1 | -3 | -9 | -4 | -1 | -2 | -10 | 0
O=S(=O)(NCCc1csc(-c2cccnc2)n1)c1ccc(Cl)s1 | -4 | · | 0.2 | -1 | -11 | -2 | -2 | -2 | -1 | -2
COc1ccc(NC(=O)Nc2ccc3oc(C)nc3c2)cc1 | 44 | -3 | 0.9 | -2 | -7 | 3 | 0 | 40* | -3 | -5
COc1ccccc1OCCOCCOc1ccc(C)cc1[N+](=O)[O-] | 2 | -2 | 1.3 | -1 | -22 | 2 | 0 | 3 | -3 | 0
COc1ccc(N2CCN(C(=O)c3ccc(Cl)c(S(=O)(=O)N4CCOCC4)c3)CC2)cc1 | -7 | 4 | 0.3 | 1 | 18 | 15 | 7 | 4 | -13 | -7
O=C(O)c1cccc2c1C(=O)c1ccc(-c3ccc(Cl)c(C(F)(F)F)c3)cc1S2(=O)=O | 6 | · | 0.9 | -1 | -22 | -12 | 0 | · | -5 | -6
CCOC(=O)C1=C(COC(=O)/C=C/c2cccc(Br)c2)NC(=O)NC1C (centres undefined) | 10 | 1 | 1.5 | 11 | 20 | -29 | -7 | -3 | -5 | -5
CCCOc1ccc(-c2nnn(CC(=O)c3ccc4c(c3)OCCO4)n2)cc1 | 4 | -1 | 0.8 | 13 | -10 | -34 | 3 | -3 | -12 | 1
O=[N+]([O-])c1ccc(-c2cn(-c3ccccc3F)c(=S)[nH]2)cc1 | 24 | -2 | 0.3 | 9 | -4 | -16 | 1 | 2 | 1 | -6
CCn1c(SCC(=O)Nc2cc(OC)ccc2OC)nc2c(c1=O)SCC2 | -1 | 7 | 0.5 | 4 | 22 | -2 | 1 | 4 | -16 | -6
Cc1cccc2c1N(CCOc1ccccc1)C(=O)C2=O | -6 | -1 | 0.1 | -1 | 9 | 46 | 2 | -2 | -16 | -14
Cc1ccc(SC[C@H](c2ccccc2)N2CCN(CC(C)C)CCC2=O)cc1 | 52 | · | 1.8 | 10 | -42 | -28 | 2 | 12 | 1 | -2
O=C(N/N=C/c1ccc(-c2ccccc2[N+](=O)[O-])o1)c1cncc(Br)c1 | -8 | 2 | -0.3 | -1 | 35 | 1 | 1 | 9 | 3 | 0
COCCn1c(SCC(=O)Nc2cc(C)on2)nc2cc(Cl)ccc2c1=O | -2 | 0 | -0.1 | 2 | 7 | -4 | 1 | -5 | -6 | -4
CCOc1ccc(C(CC(=O)O)NC(=O)Cc2ccccc2)cc1OC (centres undefined) | -4 | 1 | -0.6 | 3 | -15 | -13 | 3 | -2 | 6 | 5
Cc1cc(=O)[nH]c(SCC2(O)C3CC4CC(C3)CC2C4)n1 (centres undefined) | · | -1 | -0.9 | 10 | 17 | -1 | -1 | 1 | 2 | -3
CCOC(=O)C1=C(C)NC(=O)NC1c1ccoc1 (centres undefined) | -3 | 6 | -8.3 | 4 | -22 | 5 | 2 | 1 | -12 | -6
O=S(=O)(c1ccc(F)cc1)n1ccc2cccnc21 | · | 8 | -1.4 | -1 | -1 | -8 | 0 | 3 | -11 | 2
SMILES | MITF TRPM1 HTS | NSD2 inh | CDK5 p35 inh | HTR5A ag ctr | SR-BI DiI inh | HTR5A inv ag | V-ATPase pH | Wnt act | PvdQ acylase | dFosB activator
COc1ccc(NC(=O)CCN2CCOCC2)c(OC)c1 | 5 | -3 | -0.2 | 3 | -12 | -7 | -6 | -1 | -12 | -1
Cn1c(Cc2csc(N)n2)nnc1SC/C=C/c1ccccc1 | 1 | 0 | 1.3 | 2 | 25 | 7 | -2 | -7 | -9 | 3
CCOC(=O)CSc1nc2ccccc2c(=O)n1CC1COc2ccccc2O1 (centres undefined) | 3 | -1 | -1.1 | -3 | -9 | 5 | -1 | -1 | -7 | 2
Cc1ccc(C)c(NC(=O)c2cc(C)nc3ccccc23)c1 | · | 0 | -0.4 | -3 | 79* | 24 | 1 | 0 | -16 | 3
Cc1ccc(-c2noc(CCCC(=O)Nc3cccnc3)n2)cc1 | · | · | 0.3 | -5 | 3 | -12 | 3 | 1 | -17 | -5
CC1CCN(c2nc(-c3ccncc3)nc3ccccc23)CC1 | 4 | -2 | -0.2 | -5 | 80* | -12 | -3 | · | 8 | -31
O=C(OCC#CCSc1nc2ccccc2o1)c1cc2ccccc2o1 | 24 | 0 | 0.2 | -1 | 2 | 2 | 1 | 10 | -10 | -1
Cn1c(=O)n(CCc2ccccc2)c(=O)c2c1nc1n2CCCN1CCc1ccccc1 | -14 | · | 1.0 | 10 | i | -20 | -2 | -3 | 5 | -8
c1ccc2nc(N3CCCC3)c(N3CCCCC3)nc2c1 | -7 | -22 | -1.3 | 4 | 21 | -15 | 1 | -3 | -8 | 4
COc1cccc(CC(=O)OCC(=O)c2cc(OC)c(OC)c(OC)c2)c1 | 0 | -4 | -0.5 | 4 | 6 | -10 | 6 | 1 | -14 | -10
